# Growth percent in the NCI-60 one-dose screen (48 h, 10 µM unless noted): 100 = growth as untreated, 0 = no growth, -100 = all killed.
# MDA-MB-468: MDA-MB-468 breast cancer; actives 8.5% (n = 78,000)
# HS 578T: HS 578T breast cancer; AID 1794788; actives 4.1% (n = 78,000)
# MALME-3M: MALME-3M melanoma; actives 5.8% (n = 78,000)
# LOX IMVI: LOX IMVI melanoma; actives 7.4% (n = 79,000)
# MCF7: MCF7 breast cancer. AID 1794796. actives 6.3% (n = 82,000)
# MDA-MB-231: MDA-MB-231 breast cancer | actives 5% (n = 81,000) | AID 1794789
# BT-549: BT-549 breast cancer; actives 4.4% (n = 78,000)
# T-47D: T-47D breast cancer; actives 5% (n = 79,000)
# The depositor's hits bear a star; · = no result given; [ ] = dose if it differs, or a comment. Rule for the calls: active = growth percent below 10; inactive = the rest.
SMILES,MDA-MB-468,HS 578T,MALME-3M,LOX IMVI,MCF7,MDA-MB-231,BT-549,T-47D
O=c1cc(Cn2cc(CSc3nc4ccccc4o3)nn2)c2ccc3ccccc3c2o1,96,112,109,97,100,109,98,95
CC1(C)C(=NO)C(C)(C)C1=NO,103,·,116,108,106,123,116,121
C=C1C(=O)O[C@H]2[C@H]1CC/C(COC(=O)NCc1ccccc1OC)=C\CC[C@@]1(C)O[C@@H]21,42,40,69,5.3*,·,46,27,32
CCN=Cc1c(O)c(O)c(C(C)C)c2cc(C)c(-c3c(C)cc4c(C(C)C)c(O)c(O)c(C=NCC)c4c3O)c(O)c12,56,58,75,39,27,51,·,35
COc1ccc(CNc2nc3cc(C(F)(F)F)cnc3nc2C(=O)O)cc1,97,97,106,99,89,88,104,97
O=C(Cc1ccc([N+](=O)[O-])cc1)NCCc1ccc2c(c1)OCO2,·,96,103,98,102,103,92,93
CC1=NN(c2ccccc2)C(=O)C1CCC#N (stereo unspecified),103,101,116,94,106,111,112,97
COc1ccc(C(CCc2cc(OC)c(OC)c(OC)c2)NC(C)=O)cc1 (stereo unspecified),117,·,106,102,105,110,109,105
c1ccc(OC[C@@H]2CN(Cc3ccc4[nH]ccc4c3)CCO2)cc1,106,90,99,93,97,90,97,90
COc1ccc(-c2oncc2-c2cc3c(c(OC)c2)OCC(=O)N3)cc1,96,91,96,95,93,91,95,·
O=C(Nc1ccc(OCc2ccc(Cl)cc2)cc1)Nc1ccc(Cl)c(C(F)(F)F)c1,-15*,22,-17*,-72*,1.8*,13,-17*,4.0*
Cc1ccc(C2=NN(C)C(=O)C3(CCCC3)C2)cc1,99,109,·,100,90,104,117,102
Nc1cccc2cc(S(=O)(=O)O)ccc12,94,144,90,90,102,107,96,107
O=C(CN1C(=O)NC(c2ccccc2)(c2ccccc2)C1=O)c1ccc(Cl)cc1,·,86,106,83,80,104,86,54
CC(=O)Nc1ccc(/C=C2\SC(=S)N(C=C(C#N)C#N)C2=O)cc1,112,95,·,68,87,85,88,78
O=C(O)C1C(c2ccccc2)=C1c1ccc(Br)cc1 (stereo unspecified),116,123,113,100,60,98,98,83
Nc1nc(=S)c2ncn(C3OC(COP(=O)(O)O)C(O)C3O)c2[nH]1 (stereo unspecified),4.3*,68,40,3.1*,9.3*,39,49,30
O=C(NC(C(=O)NO)c1ccc(-c2cc(F)c(F)c(F)c2)cc1)c1ccc(O)c(F)c1 (stereo unspecified),92,102,102,52,87,78,90,78
CC1=CC(=O)OC(C)(C)O1,104,108,·,100,99,104,114,113
NS(=O)(=O)c1ccc(Nc2nc(N/N=C/c3cccs3)nc(Nc3ccccc3)n2)cc1,49,66,80,68,52,46,77,62
O=C1CCCc2nc3ccccc3c(/C=C/c3ccc(Br)cc3)c21,82,94,105,93,79,79,81,63
COc1cc(/C=C2\NC(=O)NC2=O)ccc1O,110,97,124,111,117,108,91,106
NS(=O)(=O)c1ccc(NC(=O)Cn2c(=S)n(-c3ccccc3)c(=O)c3ccccc32)cc1,113,91,101,98,94,89,88,99
Cc1ccccc1Cn1cc(F)c(=O)[nH]c1=O,99[50 µM],97[50 µM],101[50 µM],86[50 µM],95[50 µM],102[50 µM],89[50 µM],·
O=S(=O)(Nc1ccc(Cl)cc1)c1ccc(-c2nnc(C3CCCCC3)o2)cc1,91,81,84,101,102,94,89,83
CC1CC(C)(C)OC(c2ccc(C(C)C)cc2)O1 (stereo unspecified),115,119,118,107,106,114,124,114
C\C=C/C=N/N=C(N)\C(N)=N\N=C\C=C\C,125,102,122,100,109,118,95,108
CC(CN1CCN(CC(C)Nc2ccnc3cc(Cl)ccc23)CC1)Nc1ccnc2cc(Cl)ccc12 (stereo unspecified),-63*,9.7*,-55*,-86*,11,-19*,11,-21*
Cc1c(C(=O)Nc2ccc(Cl)cc2)sc2c(=O)[nH]c(C(F)(F)F)nc12,115,79,99,84,85,76,85,74
Oc1ccc(C(c2ccc(O)cc2)C(Cl)(Cl)Cl)cc1,90,88,134,88,111,98,·,94
COC(=O)C1ON=C(c2no[n+]([O-])c2C)C1C(=O)OC (stereo unspecified),99,94,96,95,96,106,104,102
Nc1nnc2c3c4c(sc3ncn12)CCCC4,95,96,137,92,82,79,101,89
CC(=O)Nc1cccc(NC(C)=O)n1,99,102,91,103,99,107,107,87
O=C(N/N=C/c1ccc([N+](=O)[O-])cc1)c1ccc(C(F)(F)F)nc1Nc1cccc(C(F)(F)F)c1,·,96,95,102,102,96,95,82
CC(C)=CCC/C(C)=C/CN1CCN(C/C=C(\C)CCC=C(C)C)C1=O,102,100,99,102,104,112,109,99
C[C@H](CS)C(=O)N1CCC[C@H]1C(=O)O,103,110,99,99,97,118,112,101
CCCCC[n+]1ccc(SCC(=O)N(C)c2ccc(Br)cc2)c2ccccc21,114,112,97,92,96,112,98,88
COc1ccc2cc(-c3nnc(C)c4nn(-c5ccc(Cl)cc5)cc34)ccc2c1,120,98,94,91,91,76,97,84
CC1CCC(C)(C)c2ccccc21 (stereo unspecified),100,105,100,99,91,95,105,91
Cc1cc(=O)n(C(=O)COc2ccc3c(C)c(C)c(=O)oc3c2)[nH]1,43,·,51,93,78,102,95,72
CCCCCCCCCCCCNC(=S)N/N=C/c1ccc(OCC)c(OCC)c1,112,·,119,101,93,99,113,89
CC(=O)OCc1ccc([N+](=O)[O-])cc1,106,109,129,106,101,112,122,109
O=C(CC(=O)C(F)(F)F)c1cccnc1,102,99,110,103,100,107,115,102
COc1cc(/C=N/NC(=O)c2cnn(CC(O)c3ccccc3)c2N)ccc1Oc1ccccc1 (stereo unspecified),103,87,101,96,92,95,100,47
CN(C)CC(O)COc1ccc(S(=O)(=O)c2ccc(OCC(O)CN(C)C)c(Cl)c2)cc1Cl (stereo unspecified),81,75,118,96,87,83,87,89
O=C(O)CCC/C=C\C[C@H]1C=CC(=O)/C1=C/C[C@@H](O)CCc1cccc(C(F)(F)F)c1,-6.7*,38,79,-61*,11,·,5.1*,21
Fc1ccccc1-c1ccccc1,100,109,112,97,98,105,104,100
CC1CCCN1Cc1nc2ccc(NC(=O)c3ccc4c(cnn4C)c3)cc2[nH]1 (stereo unspecified),82,105,62,97,79,108,100,94
COc1ccc(N2C(=O)c3ccccc3[C@@H](C(=O)Nc3cccc(C)n3)[C@@H]2c2ccccc2)cc1,91,95,89,94,99,77,105,81
NC(N)=NCCCC(NC(=O)c1ccccc1)C(=O)O (stereo unspecified),110,101,89,99,89,102,104,86
COC(=O)c1ccc2c(c1)C(=O)N(c1ccc(C(=O)O)cc1)C2=O,93,96,96,97,97,102,101,99
O=[N+]([O-])c1ccc(/C=C(/C2=NCCN2)n2ccc3ccccc32)cc1,73,89,64,65,50,82,·,71
CC(C)CC(=O)Cc1ccccc1,105,103,101,96,101,·,121,·
CC1(C)CC[C@]23CC[C@]4(C)[C@H](CC[C@@H]5[C@@]6(C)CCCN(CO)C(C)(C)[C@@H]6CC[C@]54C)[C@H]2[C@H]1OC3,85,91,101,-81*,17,66,86,57
O=c1[nH]c(=O)c2[nH]c(=O)[nH]c2[nH]1,86,102,93,102,92,101,91,103
CC(N)c1nnc(CCC(=O)c2nc3ncccc3[nH]2)o1 (stereo unspecified),98,91,98,98,107,116,116,101
CCOC(=O)c1c(Nc2nc3ccccc3s2)sc2c1CCC(=O)C2,95,41,94,40,39,79,14,37
O=S1c2ccccc2Oc2ccccc21,117,102,114,101,102,91,118,102
Cn1cc(-c2nn3cc(-c4cccnc4)nc3s2)c2cc(Br)ccc21,55,68,63,72,53,77,90,43
O=C(CSc1nc2sc3c(c2c(=O)n1-c1ccc(Cl)cc1)CCCC3)Nc1nc(-c2ccc(Br)cc2)cs1,89,100,108,97,85,96,104,91
# The listing continues.
SMILES,MDA-MB-468,HS 578T,MALME-3M,LOX IMVI,MCF7,MDA-MB-231,BT-549,T-47D
COc1ccc(C2OC3=C(Nc4ccc(Cl)cc4N3)C2=O)cc1 (stereo unspecified),50,84,94,84,79,80,76,59
COc1ccc(C(=O)N2NC(=O)/C(=C/c3ccc(Br)cc3)N=C2c2ccccc2)cc1,92,95,90,88,85,83,85,86
CN1c2ccccc2C(=O)NC1c1ccc([N+](=O)[O-])s1 (stereo unspecified),90,106,106,94,92,93,94,96
CCOC(=O)[C@@]1(C#N)CC2CCC1C2 (stereo partly specified),·,123,103,98,98,101,94,117
CCn1c(=O)c(/C=N/Nc2nc(-c3ccccc3)cs2)c(O)c2ccccc21,113,109,107,97,107,100,87,96
Nc1ccc(N(O)/C=C2\C=CC=CC2=O)cc1,·,99,102,83,164,117,116,107
COc1ccc(-c2nc(SCCC(C)C)nc(N/N=C(/C)c3ccc(Cl)cc3Cl)c2C#N)cc1,87,78,96,94,88,75,100,90
CCCCCCC(=O)NCc1ccc(O)c(OC)c1,125,·,125,97,104,102,105,105
COc1cc2cc(NCc3ccccc3Cl)nc(C)c2cc1OC,73,66,84,15,·,48,26,59
Cn1ncc2c(Sc3ccc(Cl)cc3)ncnc21,92,·,70,78,87,99,62,76
COc1ccc2nc(N)c3c4ccccc4cn3c2c1,100,·,107,103,84,100,88,88
COc1ccc(OC)c(C(O)P(=O)(c2ccccc2)c2ccccc2)c1 (stereo unspecified),100,110,105,90,105,108,97,94
O=C(Nc1ncn[nH]1)c1ccccc1-c1ccccc1C(=O)Nc1ncn[nH]1,106,104,·,·,104,110,114,104
CC/C(=N/NC(N)=O)c1ccc([N+](=O)[O-])o1,89,92,94,91,93,104,97,82
O=C(c1cc(-c2ccncc2)nc2ccccc12)N1CCCCC1,106,119,211,99,94,112,·,100
CC(=O)OCC(=O)C1(O)CCC2C3CC(C)C4=CC(=O)C=CC4(C)C3=CCC21C (stereo unspecified),114,140,·,99,104,86,82,114
O=C(N/N=C/c1ccc(Cl)cc1)c1ccc(NC(=O)c2ccccn2)cc1,78,54,45,54,52,41,63,52
COc1ccc(Cl)cc1NC(=O)c1cc2c(n1C)-c1nc(NC(=O)C(C)C)sc1CC2,89,83,99,93,84,31,53,68
CS(=O)(=O)c1ccc(Nc2nc(N[C@H]3CCCC[C@H]3N)nc3cc[nH]c(=O)c23)cc1,-75*,22,-32*,-11*,5.5*,-13*,·,-3.4*
O=C(O)c1cccc(F)c1,115,·,113,106,97,104,·,98
COc1ccc(NC(=O)C2=C(C)Nc3ncnn3C2c2ccc(OC)cc2)cc1 (stereo unspecified),·,123,114,101,88,112,100,98
CC(=O)C(C(C)=O)C(C(C)=O)C(C)=O,90,88,66,82,67,75,102,71
COc1ccc2c(c1)c(C(=O)c1nc(-c3cn(C)c4ccccc34)no1)cn2C,108,88,83,103,24,104,98,77
CC(C)CC(=O)Nc1ccc(Cl)cc1,95,99,102,102,95,110,74,57

# Some of these compounds in order of count of non-hydrogen atoms, ascending.
SMILES,MDA-MB-468,HS 578T,MALME-3M,LOX IMVI,MCF7,MDA-MB-231,BT-549,T-47D
CC(C)CC(=O)Nc1ccc(Cl)cc1,95,99,102,102,95,110,74,57
O=C(c1cc(-c2ccncc2)nc2ccccc12)N1CCCCC1,106,119,211,99,94,112,·,100
O=C(N/N=C/c1ccc(Cl)cc1)c1ccc(NC(=O)c2ccccn2)cc1,78,54,45,54,52,41,63,52
O=C(Nc1ncn[nH]1)c1ccccc1-c1ccccc1C(=O)Nc1ncn[nH]1,106,104,·,·,104,110,114,104
CC(=O)OCC(=O)C1(O)CCC2C3CC(C)C4=CC(=O)C=CC4(C)C3=CCC21C (stereo unspecified),114,140,·,99,104,86,82,114
COc1ccc(Cl)cc1NC(=O)c1cc2c(n1C)-c1nc(NC(=O)C(C)C)sc1CC2,89,83,99,93,84,31,53,68

# Compound profiles, as listed above. Values in the order: MDA-MB-468	HS 578T	MALME-3M	LOX IMVI	MCF7	MDA-MB-231	BT-549	T-47D
# Shown for O=C(Nc1ncn[nH]1)c1ccccc1-c1ccccc1C(=O)Nc1ncn[nH]1 → 106	104	·	·	104	110	114	104
# Shown for O=C(c1cc(-c2ccncc2)nc2ccccc12)N1CCCCC1 → 106	119	211	99	94	112	·	100
# Shown for CC(=O)OCC(=O)C1(O)CCC2C3CC(C)C4=CC(=O)C=CC4(C)C3=CCC21C (stereo unspecified) → 114	140	·	99	104	86	82	114

# Back to the main list, repeating the two entries before the break.
SMILES,MDA-MB-468,HS 578T,MALME-3M,LOX IMVI,MCF7,MDA-MB-231,BT-549,T-47D
COc1ccc2c(c1)c(C(=O)c1nc(-c3cn(C)c4ccccc34)no1)cn2C,108,88,83,103,24,104,98,77
CC(C)CC(=O)Nc1ccc(Cl)cc1,95,99,102,102,95,110,74,57
CCN1CCN(c2nc(-c3ccc(Nc4ncnc5cc(Cl)ccc45)cc3)cc(-c3ccc(OC)c(OC)c3)n2)CC1,113,108,113,72,49,88,106,92
Cc1ccc(S(=O)(=O)OCCN(CCOS(=O)(=O)c2ccc(C)cc2)S(=O)(=O)c2ccc(C)cc2)cc1,·,116,86,102,95,117,88,82
Cn1cc(/C=N/Nc2cccc(Cl)n2)c2ccccc21,-1.2*,69,71,50,36,52,43,47
CN1C(C(=O)Nc2ccc(Cl)cc2Cl)=C(O)c2ccccc2S1(=O)=O,105,111,113,97,92,102,101,·
COc1ccc2nc(-c3cc(-c4ccc5c(c4)OCO5)n[nH]3)[nH]c2c1,64,·,67,·,85,73,53,56
COc1ccc(/C=C2\CCC3C(=O)CCCC3(C)C2=O)cc1 (stereo unspecified),97,111,97,99,103,110,108,87
N#CCC(=O)NNc1nc(Nc2ccccc2)nc(Nc2ccc(S(N)(=O)=O)cc2)n1,90,101,98,95,93,96,115,98

# Bioassay records as filed in PubChem.
